# Assay outcomes deposited in PubChem BioAssay by Sanford-Burnham Center for Chemical Genomics.
# NLRP3 yeast inh: NALP3 inflammasome inhibitors in reconstituted yeast, primary screen, luminescence, uHTS | inhibition, % at 10 µM | Yeast reconstituted NLRP3/ASC/caspase-1, beta-gal luminescence, 24 h | actives 0.39% (n = 330,000);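 active means inhibition of 50% or more; inactive means inhibition below 50%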;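 further: plate controls were induced DMSO wells for no effect and uninduced yeast grown without galactose for full effect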
# SENP8 block-1: human SENP8 protease inhibitors, primary screen, biochemical, fluorescence, Nedd8 protein substrate, uHTS. Sentrin-specific protease 8 (Homo sapiens), Q96LD8. recombinant SENP8. inhibition, % at 20 µM. actives 0.64% (n = 360,000). AID 602440, 2012; in the data active means inhibition mostly above about 40%, no sharp cut-off; inactive means mostly below about 27%
# Target sequence (Q96LD8 whole entry, looked up): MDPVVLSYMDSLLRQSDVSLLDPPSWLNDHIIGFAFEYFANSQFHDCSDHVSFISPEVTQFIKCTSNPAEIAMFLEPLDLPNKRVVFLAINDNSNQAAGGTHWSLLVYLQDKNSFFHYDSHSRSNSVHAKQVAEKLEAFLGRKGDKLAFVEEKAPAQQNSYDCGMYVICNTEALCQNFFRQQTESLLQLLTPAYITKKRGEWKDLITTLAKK
# SENP6 inh: SENP6 protease inhibitors, primary screen, biochemical, luminescence, uHTS; Sentrin-specific protease 6 (Homo sapiens), Q9GZR1; Recombinant SENP6 catalytic domain, aminoluciferin luminescence; inhibition, % at 10 µM; actives 1.8% (n = 330,000); AID 2599, 2010;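 active means inhibition above about 50% at the single tested dose, limit read from the data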;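 further: plate controls were DMSO wells with enzyme for no effect and DMSO wells lacking enzyme for full effect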
# Target sequence (Q9GZR1 628-1112 limits assumed): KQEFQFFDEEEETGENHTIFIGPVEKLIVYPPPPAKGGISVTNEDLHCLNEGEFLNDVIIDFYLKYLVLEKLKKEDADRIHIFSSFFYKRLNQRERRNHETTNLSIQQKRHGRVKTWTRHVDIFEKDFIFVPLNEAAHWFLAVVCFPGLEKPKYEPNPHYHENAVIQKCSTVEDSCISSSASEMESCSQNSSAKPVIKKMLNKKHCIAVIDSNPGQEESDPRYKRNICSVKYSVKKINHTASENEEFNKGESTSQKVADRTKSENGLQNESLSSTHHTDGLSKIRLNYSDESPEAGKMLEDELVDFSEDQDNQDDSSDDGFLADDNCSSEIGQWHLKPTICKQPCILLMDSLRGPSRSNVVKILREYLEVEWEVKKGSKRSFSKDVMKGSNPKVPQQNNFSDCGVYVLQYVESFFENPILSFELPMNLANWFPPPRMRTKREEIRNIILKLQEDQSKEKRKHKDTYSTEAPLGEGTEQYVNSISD
# SENP8 block-2: SENP8 protease inhibitors, primary screen, biochemical, luminescence | purified SENP8, Z-RLRGG-aminoluciferin cleavage | inhibition, % at 10 µM | actives 1.2% (n = 330,000) | Sentrin-specific protease 8 (Homo sapiens), Q96LD8 | AID 2540, 2010; in the data active means inhibition above about 50%
# HKDC1 inhibitor: HKDC1 hexokinase inhibitors, primary screen, biochemical, fluorescence, uHTS | Q2TB90 | recombinant HKDC1, G6PDH/diaphorase resazurin coupled fluorescence | inhibition, % at 20 µM | actives 0.16% (n = 340,000);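 active means inhibition above about 35% when tested at 20 µM, limit read from the data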;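 further: plate controls were DMSO wells with enzyme for no effect and DMSO wells lacking enzyme for full effect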
#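 Test system: recombinant HKDC1 (HK5) hexokinase enzyme, produced in-house; Amount: enzyme 5 µg/mL final; Buffer or medium: Tris pH 8.0 buffer with MgCl2, Tween-20, BSA, BME; Reagent: glucose and ATP substrates; Doses: 20 µM test compound, 1% DMSO; Incubation: 90 min reaction incubation at room temperature, dark; Detection: resorufin fluorescence at 613 nm.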
# Apaf1 inhib: inhibitors of human Apaf-1 apoptosome, primary screen, biochemical, DEVD-Rh110 fluorescence, uHTS; Apoptotic protease-activating factor 1 (Homo sapiens), O14727; reconstituted apoptosome caspase-3 activity; inhibition, % at 20 µM; actives 0.71% (n = 330,000); active means inhibition of at least 40% at 20 µM;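 further: plate controls were DMSO wells for no effect and DEVD-CHO caspase inhibitor wells for full effect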
#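 System: reconstituted apoptosome with Apaf-1, cytochrome c, caspase-9, procaspase-3, dATP; Signal: Rh110 fluorescence intensity; Schedule: 30 min compound preincubation, 50 min activation, room temperature; Reagent: cytochrome c trigger plus (Z-DEVD)2-Rh110 caspase-3 substrate.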
# SENP1 FRET inh: human SENP1 catalytic domain inhibitors, primary screen, biochemical, FRET, uHTS | inhibition, % at 10 µM | actives 0.21% (n = 360,000) | recombinant SENP1 catalytic domain, CyPet-SUMO1-YPet FRET cleavage | AID 624204, 2012 | Sentrin-specific protease 1 (Homo sapiens), Q9P0U3;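 active means inhibition at least 30% at 10 µM, raw YFP signal under a set limit, fluorescence ratio 0.5 to 1.5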;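 further: 0% = enzyme with DMSO and 100% = no enzyme wells; some results filed as inactive read as strong as hits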
#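 Assay system – human recombinant His6-tagged SENP1 catalytic domain enzyme · Input – SENP1 enzyme, 20 pM final · Buffer or medium – Tris pH 8 buffer plus EDTA, NaCl, BME, BSA, NP40, catalase · Schedule – 50 min reaction at room temperature · Technique – FRET read of cyan and yellow fluorescence · Control set – no-enzyme wells low, DMSO-plus-enzyme wells high control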
# SENP7 block: SENP7 protease inhibitors, primary screen, biochemical, luminescence, uHTS | recombinant SENP7, Z-RLRGG-aminoluciferin luminescence, 40 min | inhibition, % at 5 µM | AID 434973, 2010 | Sentrin-specific protease 7 (Homo sapiens), Q9BQF6 | actives 1.5% (n = 330,000);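 active means inhibition above about 50% at the single test dose, limit read from the data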;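 further: plate controls were DMSO with enzyme for no effect and no enzyme buffer wells for full effect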
# Target sequence (Q9BQF6 706-1050 limits assumed): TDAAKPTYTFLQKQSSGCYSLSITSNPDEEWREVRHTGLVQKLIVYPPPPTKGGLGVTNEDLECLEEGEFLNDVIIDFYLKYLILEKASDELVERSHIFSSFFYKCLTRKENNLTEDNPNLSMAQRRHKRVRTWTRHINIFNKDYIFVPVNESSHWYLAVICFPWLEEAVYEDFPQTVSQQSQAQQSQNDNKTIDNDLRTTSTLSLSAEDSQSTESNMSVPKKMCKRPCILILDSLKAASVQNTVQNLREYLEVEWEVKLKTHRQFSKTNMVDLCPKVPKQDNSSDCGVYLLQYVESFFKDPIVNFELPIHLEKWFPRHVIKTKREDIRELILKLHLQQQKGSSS
# PfG6PD inh: PfG6PD enzyme inhibitors, primary screen, biochemical, fluorescence intensity, uHTS; PfGluPho enzyme, NADPH resazurin-diaphorase fluorescence; actives 0.78% (n = 350,000); AID 504690, 2011; glucose-6-phosphate dehydrogenase-6-phosphogluconolactonase (Plasmodium falciparum 3D7); inhibition, % at 20 µM;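 active means inhibition reaching at least a set limit at 20 µM in the primary screen, cut at about 59% in these data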;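 further: 0% = DMSO wells with substrate and 100% = DMSO wells lacking glucose-6-phosphate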
# The depositor's hits bear a star; i = inactive; . = not tested or not shown.
1. O=C(O)c1cccc(S(=O)(=O)NNc2ccccc2C(F)(F)F)c1
2. COC(=O)CNC(=O)c1ccc(OC2CCN(C(=O)C3CC3)CC2)cc1
3. O=C(/C=C/c1ccc(Cl)cc1Cl)NCc1ccncc1
4. O=C(NC1CCN(Cc2ccccc2)CC1)C1CCCN(S(=O)(=O)c2cccc3nonc23)C1 (stereo not given)
5. CCCc1cc(=O)[nH]c(SCC(=O)N2CC3(C)CC2CC(C)(C)C3)n1 (stereo not given)
6. Cc1nc2ccccn2c1C(=O)C(=O)Nc1cc(F)ccc1F

entry no.	1	2	3	4	5	6
NLRP3 yeast inh	12	8	20	10	8	22
SENP8 block-1	10	8	7	12	11	18
SENP6 inh	1	-3	-29	-8	0	-19
SENP8 block-2	-7	-5	-15	-3	9	-8
HKDC1 inhibitor	-4	-4	10	3	1	4
Apaf1 inhib	3	-16	-2	6	-10	-4
SENP1 FRET inh	0	2	2	1	2	-1
SENP7 block	-8	-3	-9	-9	7	-6
PfG6PD inh	-2	7	-9	-10	-7	-8

7. COc1cc(C2NC(=O)NC(C)=C2C(=O)OC(C)C)ccc1OC(=O)c1ccco1 (stereo not given)
8. Clc1ccc(NCc2ccsc2)cc1
9. CN(Cc1ccc(OC(F)F)cc1)C(=O)c1ccc2c(=O)n3c(nc2c1)CCC3
10. N[C@@H](Cc1cc(I)c(Oc2cc(I)c(O)c(I)c2)c(I)c1)C(=O)O
11. Cc1ccc2nc(-c3ccc(NC(=O)CSCC(=O)O)cc3)sc2c1
12. Cc1ccsc1C1Nc2ccc3ncccc3c2C2=C1C(=O)CC(C)(C)C2 (stereo not given)

entry no.	7	8	9	10	11	12
NLRP3 yeast inh	15	12	1	37	2	20
SENP8 block-1	5	.	-89	.	-413	-363
SENP6 inh	-25	-7	-5	25	82*	0
SENP8 block-2	-12	-11	4	16	65*	-15
HKDC1 inhibitor	2	.	-4	8	-3	1
Apaf1 inhib	3	-7	3	26	-9	11
SENP1 FRET inh	0	.	-1	.	-5	-65
SENP7 block	-4	10	-6	8	32	-11
PfG6PD inh	-8	.	4	-15	-19	45

13. Cc1ccc(NC(=O)CSc2cccc[n+]2[O-])c([N+](=O)[O-])c1
14. O=c1[nH]cnc2ccccc12
15. CCOc1ccc(NC(=O)CC2C(=O)N(c3ccc(OC)cc3)C(=S)N2Cc2ccccn2)cc1 (stereo not given)
16. CSc1ccc(CN(C)CC(=O)Nc2ccccc2Br)cc1
17. CSc1nsc(SCC(=O)Nc2cc(C(=O)O)ccc2C)n1
18. CCOC(=O)c1[nH]c2ccccc2c1NC(C)=O

entry no.	13	14	15	16	17	18
NLRP3 yeast inh	12	15	-2	12	10	11
SENP8 block-1	8	2	24	18	7	-143
SENP6 inh	-11	-10	3	-7	-6	4
SENP8 block-2	3	-4	-2	-10	-7	-6
HKDC1 inhibitor	1	-9	-2	-7	-9	-5
Apaf1 inhib	-7	-4	5	24	-6	-3
SENP1 FRET inh	1	0	1	2	1	1
SENP7 block	6	1	1	-4	-11	14
PfG6PD inh	-3	0	4	2	-4	-11

19. C/C=C/COC(=O)C1=C(C)NC(=O)NC1c1ccc2c(c1)OCO2 (stereo not given)
20. C=CCCCCCCCCc1nc(SCC(=O)O)n[nH]1
21. CCN(CC)CCCOC(=O)c1ccc(OC)cc1O
22. CCc1ccc(N2CC(C)Cn3c2nc2c3c(=O)[nH]c(=O)n2C)cc1 (stereo not given)
23. CC(=O)Nc1ncc2c(n1)CC(c1ccco1)CC2=O (stereo not given)
24. CCCCOc1ccccc1C1CC(=O)NC2=C1C(=O)CCC2 (stereo not given)

entry no.	19	20	21	22	23	24
NLRP3 yeast inh	10	5	7	11	6	1
SENP8 block-1	4	13	11	5	15	5
SENP6 inh	16	-19	-1	-14	-8	-6
SENP8 block-2	5	0	-5	47	-6	5
HKDC1 inhibitor	-5	-4	-12	4	-3	-9
Apaf1 inhib	-8	-7	6	0	0	2
SENP1 FRET inh	1	2	1	-1	1	2
SENP7 block	-12	2	-3	0	3	1
PfG6PD inh	-6	-21	6	-8	10	1

25. CCOc1ccc(N=C2SC(C(=O)O)CC(=O)N2C)cc1 (stereo not given)
26. COc1ccccc1NS(=O)(=O)c1cc(NC(=O)CCNC(C)=O)ccc1C
27. CC1(C)N(O)CC(c2cccs2)=[N+]1[O-]
28. Cc1ccc(OCC(=O)NN=C2C3CC4CC(C3)CC2C4)cc1
29. CCC(C)(C)n1nnnc1C(c1ccccn1)N1CCN(c2cccc(OC)c2)CC1 (stereo not given)
30. O=S(=O)(NCc1ccc(F)cc1)c1ccc2c(c1)OCCO2

entry no.	25	26	27	28	29	30
NLRP3 yeast inh	1	-3	10	17	7	11
SENP8 block-1	25	22	2	-5	15	13
SENP6 inh	7	-3	9	-3	-1	-18
SENP8 block-2	2	-2	6	-9	-11	2
HKDC1 inhibitor	0	-3	-2	0	-7	-1
Apaf1 inhib	-6	-16	0	-3	1	0
SENP1 FRET inh	1	1	0	3	3	2
SENP7 block	5	12	6	4	-4	0
PfG6PD inh	1	7	5	3	-19	-3

31. Cc1ccccc1-c1nc(P(=O)(c2ccccc2)c2ccccc2)c(N2CCOCC2)o1
32. CN(C)c1nnnn1Cc1ccccc1
33. COC(=O)c1ccccc1NC(=O)C1CCN(S(=O)(=O)c2cc(OC)ccc2OC)CC1
34. Cc1ccc(S(=O)(=O)NC2CCCCC2)cc1C(=O)N1CCC(C(N)=O)CC1
35. CC(C)(CS(=O)(=O)[O-])NC(=O)CC[N+](C)(C)CCO
36. CC(=O)Nc1cccc(NC(=O)c2cc(C)on2)c1

entry no.	31	32	33	34	35	36
NLRP3 yeast inh	9	17	5	20	20	-6
SENP8 block-1	-141	-1	7	-1	29	7
SENP6 inh	-11	-8	-1	-5	-28	-6
SENP8 block-2	2	-3	0	2	-2	-2
HKDC1 inhibitor	-4	-9	-3	-5	-4	-7
Apaf1 inhib	18	2	0	-2	i	-23
SENP1 FRET inh	3	-1	5	1	7	0
SENP7 block	4	3	5	7	-12	6
PfG6PD inh	-6	-5	-12	7	35	1

37. CCCCCCCCNCCS(=O)(=O)NC1CCCCC1
38. CC(C)N(CCCNC(=O)CC1Oc2ccccc2NC1=O)Cc1ccccc1 (stereo not given)
39. O=C(c1ccc(F)cc1F)N1CCN(S(=O)(=O)c2ccc3c(c2)OCCO3)CC1
40. CCOC(=O)c1sc(NC(=O)Cn2nnc3sc4c(c3c2=O)CCC(C(C)(C)C)C4)nc1C (stereo not given)
41. COc1ccccc1N1CCN(C(=O)c2ccc(N(C)S(=O)(=O)c3ccccc3)cc2)CC1
42. Cn1c(=O)c2ncn(CC(=O)NCCC3=CCCCC3)c2n(C)c1=O

entry no.	37	38	39	40	41	42
NLRP3 yeast inh	.	5	18	1	9	2
SENP8 block-1	12	2	11	6	6	3
SENP6 inh	.	-6	-9	25	-13	-5
SENP8 block-2	.	3	4	4	1	0
HKDC1 inhibitor	5	-4	-4	-3	-3	1
Apaf1 inhib	.	-4	-7	24	15	2
SENP1 FRET inh	0	-4	0	-10	2	0
SENP7 block	.	-5	-1	13	-5	2
PfG6PD inh	-13	5	-9	-19	5	7

# Compounds shown so far that have two or more sulfur atoms:
11. Cc1ccc2nc(-c3ccc(NC(=O)CSCC(=O)O)cc3)sc2c1
17. CSc1nsc(SCC(=O)Nc2cc(C(=O)O)ccc2C)n1
40. CCOC(=O)c1sc(NC(=O)Cn2nnc3sc4c(c3c2=O)CCC(C(C)(C)C)C4)nc1C (stereo not given)

entry no.	11	17	40
NLRP3 yeast inh	2	10	1
SENP8 block-1	-413	7	6
SENP6 inh	82*	-6	25
SENP8 block-2	65*	-7	4
HKDC1 inhibitor	-3	-9	-3
Apaf1 inhib	-9	-6	24
SENP1 FRET inh	-5	1	-10
SENP7 block	32	-11	13
PfG6PD inh	-19	-4	-19

# Reprinted at random: two records from the list.
37. CCCCCCCCNCCS(=O)(=O)NC1CCCCC1
38. CC(C)N(CCCNC(=O)CC1Oc2ccccc2NC1=O)Cc1ccccc1 (stereo not given)

entry no.	37	38
NLRP3 yeast inh	.	5
SENP8 block-1	12	2
SENP6 inh	.	-6
SENP8 block-2	.	3
HKDC1 inhibitor	5	-4
Apaf1 inhib	.	-4
SENP1 FRET inh	0	-4
SENP7 block	.	-5
PfG6PD inh	-13	5

# Additional structures
43. Cc1ccc(C2(c3ccccc3)NC(=O)N(CC(=O)NC3(C#N)CCCC3)C2=O)cc1C (stereo not given)
44. O=C(Cc1ccc(Cl)cc1)Nc1ccccc1C(=O)Nc1ccc(C(=O)O)cc1
45. COc1ccccc1CNC(=O)COC(=O)Cc1cccc(F)c1
46. CCCOc1ccc(CSc2n[nH]c(C)n2)cc1
47. CC(=O)c1c(C)[nH]c(C(=O)Nc2ccc(C)cc2Br)c1C
48. CC(C)(C)c1ccc(/C=C(\C#N)C(=O)NC2CC2)cc1

entry no.	43	44	45	46	47	48
NLRP3 yeast inh	20	-3	2	19	25	35
SENP8 block-1	20	0	11	8	-26	15
SENP6 inh	-4	-7	5	-4	-19	-21
SENP8 block-2	5	1	32	3	-17	-8
HKDC1 inhibitor	3	1	-2	-5	-4	10
Apaf1 inhib	-1	-3	-12	-20	0	5
SENP1 FRET inh	4	0	2	2	-1	-2
SENP7 block	7	6	-1	6	0	-5
PfG6PD inh	-9	-12	5	0	23	-8

49. Cc1nn(-c2ccc(Cl)cc2)c(N)c1C(O)(CSc1nccn1C)C(F)(F)F (stereo not given)
50. CN(C(=O)c1cccc(NC(=O)C2CCCN(C(=O)OC(C)(C)C)C2)c1)C1CCCC1 (stereo not given)
51. NC(=O)Cc1nc(-c2ccc(F)cc2)cs1
52. COc1ccc(NC(=O)CSc2nc3c(c(=O)n(C)c(=O)n3C)n2C)c(OC)c1
53. COC(=O)c1ccc(C2C(Oc3ccccc3)C(=O)N2CCc2ccc(F)cc2)cc1 (stereo not given)
54. CCOc1ccc(C2C(C#N)=C(N)Oc3cc(C)[nH]c(=O)c32)cc1OC (stereo not given)

entry no.	49	50	51	52	53	54
NLRP3 yeast inh	2	4	5	19	4	-16
SENP8 block-1	-41	14	13	8	3	15
SENP6 inh	-7	0	-6	-21	-17	4
SENP8 block-2	-1	-6	7	-14	-6	1
HKDC1 inhibitor	-2	-2	-3	-3	-9	-5
Apaf1 inhib	1	14	-16	9	10	-13
SENP1 FRET inh	-4	3	-2	1	2	-3
SENP7 block	-9	8	10	-12	-3	1
PfG6PD inh	-3	-2	-9	2	-11	9
